# Pol iota inh = inhibitors of human DNA polymerase iota; Q9UNA4; Pol iota fluorescent replication assay, 10 min; Potency, µM (titrated, usually from 115 µM), for inactives: at the top dose activity, negative = inhibition, actives largely listed as inhibitors; 390,000 tested, 1% active
#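 Pol iota at 10 nM preincubated 15 min with compounds at room temperature; reaction started with fluorescent substrate, 50 nM final. Fluorescence read kinetically at 0 and 10 min; buffer-only wells as negative control.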
# HP1b binding inh = blocks HP1-beta chromodomain binding to methylated histone tails; P83916; AlphaScreen HP1-beta / biotin-H3K9me3 peptide binding; Potency, µM (doses to about 114 µM), without a hit: top-dose activity change, negative = inhibition, most hits filed as inhibitors; 390,000 tested, 0.56% active; further: nearly all actives have a fitted effect of over 70% in size; inactives centre near 23
# Target sequence (P83916 whole entry, looked up): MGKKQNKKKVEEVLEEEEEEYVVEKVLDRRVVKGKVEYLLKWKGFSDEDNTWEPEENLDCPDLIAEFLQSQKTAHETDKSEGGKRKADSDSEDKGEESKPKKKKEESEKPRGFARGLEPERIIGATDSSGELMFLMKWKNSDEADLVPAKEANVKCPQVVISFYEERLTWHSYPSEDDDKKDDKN
#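 HP1-beta protein (50 nM final) preincubated 30 min at room temperature with biotinylated H3(1-18)K9me3 peptide (50 nM) in PBS pH 7.4, 0.01% Tween-20, then compound added for 30 min. AlphaScreen streptavidin donor/nickel chelate acceptor beads (10 ug/mL final), 30 min dark, luminescence read.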
# G9a block = inhibitors of human histone lysine methyltransferase G9a; Q96KQ7; Potency, µM (doses to about 102 µM), for the others: top-dose activity, negative = inhibition, usual class: inhibitors; G9a H3K9 monomethylation, AlphaScreen, 2 h; 350,000 tested, 8.8% active; further: on the % scale 0 is the no-effect control and ±100 the full control effect; nearly all actives have a fitted effect of over 75% in size
#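 AlphaScreen detection with an anti-monomethyl H3K9 antibody quantified product after a 2 h room-temperature reaction containing 500 nM biotinylated H3K9 peptide, 20 µM SAM and 20 nM enzyme, which had been preincubated 15 min with compound.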
# JMJD2A Tudor inh = inhibitors of human JMJD2A Tudor domain. O75164. AlphaScreen JMJD2A-Tudor / H3K4me3 peptide binding. Potency, µM (top dose mostly 114 µM), inactives show at the highest dose activity change, negative = inhibition, usual class: inhibitors. 390,000 tested, 4.4% active. AID 504339; further: on the % scale 0 is the no-effect control and ±100 the full control effect; nearly all actives have a fitted effect of over 50% in size
# BLM helicase inh = blocks DNA unwinding by human BLM helicase. recombinant BLM DNA unwinding, fluorescence dequenching. Potency, µM (highest dose often 56.1 µM), for inactives: at the highest dose activity change, negative = inhibition, hits mostly inhibitors. 350,000 tested, 0.2% active. AID 2528;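 further: plate controls were vehicle for no effect and no enzyme for full effect; nearly all actives have a fitted effect of over 35% in size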
# GLS inhibitor = inhibitors of human glutaminase (GLS). O94925. GLS enzymatic activity, qHTS titration. Potency, µM (series often up to 45.5 µM), for inactives: at the top dose activity change, negative = inhibition, most hits filed as inhibitors. 410,000 tested, 0.21% active. AID 624170; further: on the % scale 0 is the no-effect control and ±100 the full control effect
# Target sequence (O94925 whole entry, looked up): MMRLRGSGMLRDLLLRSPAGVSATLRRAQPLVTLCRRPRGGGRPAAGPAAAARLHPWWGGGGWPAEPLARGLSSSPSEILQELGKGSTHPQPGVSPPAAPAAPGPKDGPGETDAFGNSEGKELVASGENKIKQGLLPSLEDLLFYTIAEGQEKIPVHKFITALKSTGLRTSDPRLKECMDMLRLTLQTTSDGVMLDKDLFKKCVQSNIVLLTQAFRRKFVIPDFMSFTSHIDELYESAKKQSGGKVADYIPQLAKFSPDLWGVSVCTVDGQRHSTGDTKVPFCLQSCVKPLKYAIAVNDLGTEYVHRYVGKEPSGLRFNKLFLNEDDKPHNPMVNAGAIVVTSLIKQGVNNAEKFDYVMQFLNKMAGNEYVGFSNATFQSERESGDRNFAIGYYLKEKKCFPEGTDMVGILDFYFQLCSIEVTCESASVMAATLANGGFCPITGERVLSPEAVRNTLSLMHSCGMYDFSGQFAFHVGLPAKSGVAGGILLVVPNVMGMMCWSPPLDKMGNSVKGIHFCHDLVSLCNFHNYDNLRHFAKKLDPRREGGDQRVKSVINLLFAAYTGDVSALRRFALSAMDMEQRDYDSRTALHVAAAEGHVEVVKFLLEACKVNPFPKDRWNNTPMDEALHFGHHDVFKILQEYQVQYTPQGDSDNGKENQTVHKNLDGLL
#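 hKGA; 45 mM KH2PO4 pH 8.2 + 0.02% Tween-20; cpd via pin tool; 1 mM Gln soln; GluOx/HRP/Amplex Red; RT 30 min; fluor. t0 & final.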
# PGK inhibitor = inhibitors of T. brucei phosphoglycerate kinase. AID 602233. P07378. 380,000 tested, 0.043% active. PGK/GAPDH coupled, Kinase-Glo luminescence, 60 min. Potency, µM (highest dose often 57.5 µM), for the others: at the top dose activity change, negative = inhibition, hits mostly inhibitors; further: on the % scale 0 is the no-effect control and ±100 the full control effect; nearly all actives have a fitted effect of over 60% in size
#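 Luminescent ATP detection (Kinase-Glo Plus) follows a 60-minute room-temperature incubation, with wells lacking PGK as controls. Buffer: 100 mM TEA (pH 7.6), 5 mM MgCl2, 0.01% Tween-20. Coupling enzyme GAPDH (100 nM final) supplies unstable 1,3-BPG in-well.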
# Pin1 inhibitor = blocks the human prolyl isomerase Pin1. 390,000 tested, 0.009% active. AID 504891. Pin1 FP peptide displacement, HiFluor488, 10 min. Q13526. Potency, µM (highest dose often 115 µM), for the others: at the highest dose activity, negative = inhibition, usual class: inhibitors; active means well fitted inhibition curve with a large enough effect in the polarisation, with a control signal flat, not every such curve was filed as active; inconclusive means small, poorly fitted or top-dose-only effect, or effect the other way, or a change in a side signal; inactive means no such curve, though single readings can be large or run the other way; the % refers to the polarisation; further: on the % scale 0 is the no-effect control and ±100 the full control effect
# Target sequence (Q13526 whole entry, looked up): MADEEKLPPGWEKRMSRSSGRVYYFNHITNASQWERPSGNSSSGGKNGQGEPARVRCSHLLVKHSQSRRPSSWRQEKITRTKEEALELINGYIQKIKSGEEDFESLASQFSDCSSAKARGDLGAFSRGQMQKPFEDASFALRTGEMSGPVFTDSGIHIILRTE
# BAZ2B inh = blocks human BAZ2B. 360,000 tested, 4.4% active. Potency, µM (highest dose often 114 µM), for inactives: at the highest dose activity change, negative = inhibition, actives largely listed as inhibitors. Q9UIF8. AlphaScreen BAZ2B-H3K14Ac peptide displacement; further: on the % scale 0 is the no-effect control and ±100 the full control effect; nearly all actives have a fitted effect of over 60% in size
#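 Inhibition is scored as reduced AlphaScreen emission. The BAZ2B/b-H3(5-23)K14Ac complex (50 nM each) in PBS pH 7.4, 0.01% Tween-20 meets compound (up to 110 uM) for 30 min at RT before bead addition.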
# The depositor's hits bear a star; i = inactive; ? = inconclusive; . = no result given; & = joins results of further samples; [ ] = remark or other dose. Unless noted, the call rests on the fitted dose curve; in most records, active means well fitted curve in the direction sought with a large enough effect; inconclusive means small, poorly fitted or top-dose-only effect, or another doubt; inactive means no such curve, though single readings can be large; an effect the other way counts as inactive or inconclusive. Potency means the concentration at half of the fitted maximal effect. These rows are one share of the data, so the mix of outcomes need not match the whole.
# Below each SMILES – Pol iota inh	HP1b binding inh	G9a block	JMJD2A Tudor inh	BLM helicase inh	GLS inhibitor	PGK inhibitor	Pin1 inhibitor	BAZ2B inh
CC1(C)SC2c3ccccc3C(=O)N2[C@@H]1C(=O)NCc1ccco1 (stereo partly specified)
  14%	32%	-4%[59 µM]	-16%	-3%	13%	-9%	7%	-7%
CN(C)S(=O)(=O)c1cccc(NC(=O)COC(=O)CNC(=O)c2cccc([N+](=O)[O-])c2)c1
  -7%	23%	?	-5%	-8%	-4%	i	18%	-22%
Cc1ccc(NS(=O)(=O)c2ccc(C)c(NC(=O)COc3ccc4ccccc4c3)c2)c(C)c1
  -19%	27%	35µM*	-32%	?	-4%	i	38%[activator]	?
O=C1c2ccccc2C(=O)N1CCCc1nc(-c2cccnc2)no1
  -1%	29%	41%[activator][59 µM]	?	1%	-7%	i	-8%	-7%
COC(=O)c1ccc(C(=O)OC)c(NS(=O)(=O)c2ccc(NC(C)=O)cc2)c1
  37%[activator]	26%	-9%[59 µM]	-18%	1%	9%	.	-6%	.
Cn1ncc(Br)c1C(=O)N/N=C/c1ccc(OS(=O)(=O)c2ccccc2)cc1
  -3%	28%	6%[59 µM]	-3%	-5%	-8%	0%	5%	-1%
O=C(CSCc1ccc(F)cc1)NCc1cccs1
  139%[activator]	31%	17%[59 µM]	5%	-3%	4%	10%	2%	1%
Cc1cc(CN(C)Cc2cn(C)nc2-c2ccc(Oc3ccccc3)cc2)on1
  34%	29%	-19%	-22%	-15%	4%	-11%	-1%	-4%
O=C(CNS(=O)(=O)/C=C/c1ccccc1)OCC(=O)N1CCC(Cc2ccccc2)CC1
  -10%	10%	-39%[59 µM]	-20%	-13%	-4%	-6%	47%[activator]	8%
Cc1ccc(N2C(=O)CCSC23C(=O)N(Cc2ccc(F)cc2)c2ccccc23)cc1 (stereo unspecified)
  2%	-5%	?	-32%	-7%	2%	9%	-1%	-10%[57.1 µM]
O=C(Cn1cnc2cc(Cl)ccc2c1=O)Nc1ccc2c(c1)OCO2
  -10%	14%	8%	-20%	-7%	-2%	1%	-5%	-34%
O=C(NCCCc1ccccc1)N1CCOCC1
  16%	37%	-4%	-7%	-6%	-3%	-1%	-4%	-4%
Cc1c(-c2ccccc2)[n+](=O)c(-c2ccc(Cl)cc2)c(C)n1[O-]
  56%[activator]	52%[activator]	14%	-3%[11.4 µM]	-4%	-2%	-6%	1%	-9%
COc1ccc(S(=O)(=O)n2nc(C)c(S(=O)(=O)N3CCC(C)CC3)c2C)cc1C
  17%	17%[57 µM]	-7%[59 µM]	-31%	2%	11%	-5%	-9%	-15%
CC12CN3CC(C)(CN(C1)C3c1ccc(OCc3ccccc3)cc1)C2=O (stereo unspecified)
  13%	32%	-4%[59 µM]	-11%	1%	4%	-4%	0%	-9%
COc1cc(NC(=O)c2ccc(C)cc2C)ccc1NC(=O)c1cccs1
  138%[activator]	35%	7%	-7%	-1%	2%	-2%	-1%	3%
O=C(CSc1ncc(S(=O)(=O)c2ccc(Cl)cc2)c(=O)[nH]1)Nc1cccc(C(F)(F)F)c1
  ?	38%	-5%[59 µM]	-6%	-5%	5%	-14%	?	2%
CCCS(=O)(=O)N1CC(=O)N(c2ccc(Cl)cc2)C(C)(C(=O)NC2CCCC2)C1 (stereo unspecified)
  26%	22%	0%[59 µM]	-3%	1%	0%	-1%	0%	4%
CCC1CCCCN1CCCNC(=O)COc1cc(=O)n(C)c2ccccc12 (stereo unspecified)
  17%	22%	-10%[12.7 µM]	17%	-3%	.	-3%	1%	-3%
COc1ccccc1-n1c(C)nnc1SCC(=O)Nc1cc(C)cc(C)c1
  -3%	31%	3%[59 µM]	-15%	-7%	-11%	-3%	1%	6%

# Profiles from above:
# COc1ccc(S(=O)(=O)n2nc(C)c(S(=O)(=O)N3CCC(C)CC3)c2C)cc1C as listed: Pol iota inh = 17%; HP1b binding inh = 17%[57 µM]; G9a block = -7%[59 µM]; JMJD2A Tudor inh = -31%; BLM helicase inh = 2%; GLS inhibitor = 11%; PGK inhibitor = -5%; Pin1 inhibitor = -9%; BAZ2B inh = -15%
# CCC1CCCCN1CCCNC(=O)COc1cc(=O)n(C)c2ccccc12 (stereo unspecified) as listed: Pol iota inh = 17%; HP1b binding inh = 22%; G9a block = -10%[12.7 µM]; JMJD2A Tudor inh = 17%; BLM helicase inh = -3%; GLS inhibitor = .; PGK inhibitor = -3%; Pin1 inhibitor = 1%; BAZ2B inh = -3%

# The results go on:
# Below each SMILES – Pol iota inh	HP1b binding inh	G9a block	JMJD2A Tudor inh	BLM helicase inh	GLS inhibitor	PGK inhibitor	Pin1 inhibitor	BAZ2B inh
O=C(NCc1ccccc1)c1cccc(OCC(=O)N2CCN(C(=O)c3ccco3)CC2)c1
  8%	0%	8.9µM*	40µM*	-1%	-1%	-8%	-5%	?
CN(C)c1ccc(/C=C(\NC(=O)c2ccccc2)C(=O)N/N=C/c2ccc(C(=O)O)cc2)cc1
  -1%	9%	?	-21%	-5%	21%	-3%	22%	-18%
COc1cc(C(=O)ON=C2C(C)=CC(=O)C=C2C)cc(OC)c1OC
  22%	21%	32µM*	-12%	-2%	7%	1%	3%	?
Cc1ccc(C(=O)N2CCN(S(C)(=O)=O)C2)cc1
  -3%	13%	2%	-14%	1%	2%	-1%	2%	-4%
CC1CC(C)CN(C(=O)CNC(=O)Cn2ccc3ccccc3c2=O)C1 (stereo unspecified)
  27%	40%[activator]	-21%	-3%	-6%	2%	i	7%	23%
CCc1ccccc1NC(=O)c1ccc(F)c(S(=O)(=O)NC2CCCCCC2)c1
  23%	26%	-10%[59 µM]	-4%	-1%	-4%	4%	-1%	3%
Cc1cccc(N2CCN(C(=O)C3CCN(S(=O)(=O)c4cnc[nH]4)CC3)CC2)c1C
  ?	26%	3%[12.7 µM]	9%	-3%	3%	-5%	-2%	0%
CCCNc1c(NC(C)=O)c(=O)oc2ccccc12
  28%	51%[activator]	-14%[59 µM]	-7%	-11%	-1%	-1%	-2%	3%
COc1nc(Nc2ccc([N+](=O)[O-])cc2)nc(NC(C)C)n1
  34%[activator]	36%	?	-3%	-12%	-3%	6%	-4%	-36%
O=C(C(=O)N1CCCc2ccccc21)N1CCCc2ccccc21
  34%[activator]	19%	12%[59 µM]	-6%	2%	-1%	1%	2%	-1%
CN=C1c2cc3cc(OC)ccc3n2CCN1Cc1ccccc1
  6%	29%	12%[59 µM]	-15%	-8%	2%	-5%	-2%	16%
CN(C(=O)NC1CCCCC1)c1ccccc1
  -8%	30%	-9%	-5%	-6%	2%	-1%	0%	-3%
CCOC(=O)c1cc(C)sc1NC(=O)C(c1ccccc1)c1ccccc1
  -2%	49%[activator]	23%	12%	-3%	6%	0%	2%	10%
O=C(CSc1nnc(-c2ccncc2)n1Cc1ccccc1)NCCc1ccccc1
  8%	16%	-49%	-14%	-3%	8%	-2%	-2%	14%
O=C(CSc1ncccn1)Nc1cccc(S(=O)(=O)N2CCOCC2)c1
  61%[activator]	26%	.	-7%	.	15%	i	11%	.
CCNc1nc(OC)nc(N(OC)S(=O)(=O)c2ccc(C)cc2)n1
  36%[activator]	32%	-4%	-7%	-3%	-5%	-1%	-1%	-5%
CC(C)(CNc1ccc(C(F)(F)F)cc1[N+](=O)[O-])N1CCOCC1
  82%[activator]	-11%	71µM*	?	-5%	0%	-8%	-1%	?
Cc1ccccc1Cn1cc(NC(=O)c2cc3nc(-c4ccco4)cc(C(F)(F)F)n3n2)cn1
  -10%	37%	-22%	18%	1%	-17%	-3%	12%	1%
Cc1c(C(=O)NCc2cccs2)oc2ccc(Br)cc12
  6%	41%[activator]	3%[59 µM]	8%	-8%	6%	4%	2%	14%
Cc1[nH]c(=O)[nH]c(=O)c1Sc1ccccc1[N+](=O)[O-]
  14%	32%	56µM*	-12%	0%	-3%	0%	-7%	-6%
N#Cc1ccccc1COC(=O)c1cccc(S(=O)(=O)N2CCCC2)c1
  -9%	34%[activator]	.	12%	.	3%	4%	6%	.
CCc1c(C(=O)NNC(=S)Nc2ccc(S(=O)(=O)Nc3ncccn3)cc2)csc1C
  -10%	28%	20µM*	-13%	-2%	-11%	i	-8%	1%
Cc1cc(C)cc(Nc2cnn(C34CC5CC(CC(CC(=O)O)(C5)C3)C4)c(=O)c2Cl)c1
  18%	6%	?	-15%	-5%	5%	-5%	1%	-37%
O=C(N/N=C/c1ccc(O)c(O)c1O)/C(=C/c1ccc([N+](=O)[O-])cc1)NC(=O)c1ccccc1
  ?	25µM*	1.6µM*	32µM*	-15%	-9%	-5%	?	?
CN(Cc1ccccc1)S(=O)(=O)c1nnc(NC(=O)c2cccc(Cl)c2)s1
  ?	15%	?	-17%	-5%	-3%	-18%	-18%	-1%
CC(=O)N1CCCC1(C(=O)O)c1ccccc1 (stereo unspecified)
  42%[activator]	31%	-31%	4%	-1%	12%	-1%	3%	-12%
COc1cc(NC(=O)COC(=O)c2ccc([N+](=O)[O-])s2)cc(OC)c1OC
  ?	19%	.	-29%	.	4%	-12%	?	.
CCC1(C)NC(=O)N(CC(=O)Nc2cc(C)on2)C1=O (stereo unspecified)
  ?	30%	.	-4%	.	4%	1%	-1%	.
CCCNC(=O)NC(=O)c1cnccc1C(F)(F)F
  38%[activator]	21%	-3%	-9%	0%	-2%	0%	-6%	2%
CC(C)OC(=O)c1c(N)sc2c1CCCC2
  32%[activator]	-36%	.	?	.	-7%	-17%	2%	.
Cc1cn(-c2cc(C(=O)Nc3ccc(C)c(NC(=O)N4CCNC4=O)c3)cc(C(F)(F)F)c2)cn1
  ?	52%[activator]	27%[12.7 µM]	-11%	-7%	-8%&-1%	1%&6%	5%	1%
Cc1cc(-c2n[nH]c(=S)n2/N=C/C=C/c2ccccc2)n[nH]1
  15%	?	1.4µM*	10µM*	3%	-19%	i	3%	?
COC(=O)/C=C1/N/C(=N\c2nc(C)cc(C)n2)N(c2ccccc2)C1=O
  123%[activator]	50%[activator]	45%[59 µM]	6%	-3%	2%	-1%	0%	5%
CSc1nc(C)cc(/C=C\c2ccccc2)c1C#N
  9%	45%	27%	7%	0%	0%	0%	12%	26%

# High-throughput results: PubChem, National Center for Advancing Translational Sciences (NCATS)
